M5 antag = human M5 muscarinic receptor antagonists, primary screen, CHO cells, Fluo-8 calcium fluorescence; AID 624040, 2012; CHO-hM5 cells, ACh EC80; inhibition, % at 3 µM; 0.59% of 360,000 active; Muscarinic acetylcholine receptor M5 (Homo sapiens), P08912;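 active = inhibition above a per-plate cutoff, the mean of that plate's test compounds plus 3 SD, cut at about 27% in these data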;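 also: 0% = acetylcholine EC80 with DMSO and 100% = DMSO without agonist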
Target sequence (P08912 whole entry, looked up): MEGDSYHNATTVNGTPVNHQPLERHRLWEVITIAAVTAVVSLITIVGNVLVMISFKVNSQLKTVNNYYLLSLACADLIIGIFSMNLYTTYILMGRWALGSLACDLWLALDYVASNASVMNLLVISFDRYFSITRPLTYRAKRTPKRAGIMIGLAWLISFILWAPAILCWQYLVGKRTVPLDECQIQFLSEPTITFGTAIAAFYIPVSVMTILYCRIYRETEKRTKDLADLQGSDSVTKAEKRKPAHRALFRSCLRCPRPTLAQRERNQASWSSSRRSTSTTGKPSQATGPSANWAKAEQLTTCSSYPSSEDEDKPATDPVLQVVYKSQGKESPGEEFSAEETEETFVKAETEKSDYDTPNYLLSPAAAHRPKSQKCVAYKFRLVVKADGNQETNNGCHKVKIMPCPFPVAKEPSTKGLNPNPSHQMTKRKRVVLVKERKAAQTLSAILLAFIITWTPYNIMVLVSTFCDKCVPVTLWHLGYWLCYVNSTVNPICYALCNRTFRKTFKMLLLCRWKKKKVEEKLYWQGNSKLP
CHRM4 agonist = human M4 muscarinic receptor agonists, primary screen, CHO-K1 cells, Fluo-8 calcium fluorescence; 0.14% of 360,000 active; AID 624127, 2012; CHO-K1 hM4/Gqi5; vehicle 0%, full acetylcholine response 100%; activation, % at 3 µM;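 active = activation above the run mean over all test wells plus 3 SD, cut at about 32% in these data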;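 also: peak over basal fluorescence ratio per well then scaled between controls; 0% = DMSO wells and 100% = acetylcholine at EC100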
Target sequence (P08173 whole entry, looked up): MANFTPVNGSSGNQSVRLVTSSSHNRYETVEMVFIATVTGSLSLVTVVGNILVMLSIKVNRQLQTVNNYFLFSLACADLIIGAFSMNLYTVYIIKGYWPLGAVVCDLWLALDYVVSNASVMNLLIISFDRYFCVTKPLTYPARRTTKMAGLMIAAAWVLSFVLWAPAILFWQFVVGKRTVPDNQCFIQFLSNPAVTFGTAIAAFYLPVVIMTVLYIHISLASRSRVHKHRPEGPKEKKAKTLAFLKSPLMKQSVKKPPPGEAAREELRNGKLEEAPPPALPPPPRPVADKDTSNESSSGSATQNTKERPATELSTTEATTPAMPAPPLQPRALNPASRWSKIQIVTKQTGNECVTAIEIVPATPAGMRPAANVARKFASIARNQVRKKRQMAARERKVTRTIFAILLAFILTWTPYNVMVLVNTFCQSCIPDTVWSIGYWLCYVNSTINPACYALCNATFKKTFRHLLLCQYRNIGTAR
CHO-K1 Ca antag = counter-screen for M1 antagonists: effect in parental CHO-K1 cells; 0.6% of 360,000 active; ATP-induced calcium, Fluo-8 fluorescence; inhibition, % at 3 µM;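 active = inhibition above a per-plate cutoff, the plate's mean sample inhibition plus 3 SD, cut at about 24% in these data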;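 also: 0% = DMSO plus EC80 ATP and 100% = DMSO alone without ATP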
CHRM5 PAM = human M5 muscarinic receptor positive allosteric modulators, primary screen, CHO-K1 cells, Fluo-8 calcium fluorescence | Muscarinic acetylcholine receptor M5 (Homo sapiens), P08912 | CHO-K1 hM5, ACh EC20 PAM; 0% = ACh EC20, 100% = ACh EC100 | activation, % at 3 µM | 0.3% of 360,000 active;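 active = activation above the run cutoff, the mean activation of all test compounds plus 3 SD, cut at about 18% in these data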
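Probe or stimulus: acetylcholine, EC20 level; Assay system: human M5 receptor in CHO-K1 cells; Schedule: compound preincubation 140 s before EC20 acetylcholine addition; Technique: intracellular calcium via Fluo-8 fluorescence; Dosing: single-point, 3 µM nominal; Read-out basis: percent activation from peak-over-basal fluorescence ratio, scaled EC20-to-EC100 acetylcholine; Repeats: one well per compound, no replicates.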
CHRM4 PAM = human M4 muscarinic receptor positive allosteric modulators, primary screen, CHO-K1 cells, Fluo-8 calcium fluorescence. Muscarinic acetylcholine receptor M4 (Homo sapiens), P08173. CHO-K1 hM4/Gqi5, ACh EC20; 0% = ACh EC20, 100% = maximal ACh. activation, % at 3 µM. 0.4% of 360,000 active. AID 624126, 2012;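 active = activation above its plate's cutoff, the mean activation of sample wells plus 3 SD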; also: some results filed as inactive read as strong as hits
M1 PAM parental = nonselective calcium activators in parental CHO-K1 cells, primary screen, counter-screen for M1 PAM project, cell-based, Fluo-8 calcium fluorescence, full deck, 1536-well; ATP EC20; 0% at ATP EC20, 100% at ATP max; activation, % at 3 µM; 0.02% of 360,000 active;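 active = activation above the run cutoff, the mean activation of all test compounds plus 3 SD, cut at about 40% in these data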;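 also: peak over basal fluorescence ratio in a 140 s read after ATP addition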
M1 ag parental = counter-screen for M1 agonists: effect in parental CHO-K1 cells; 0.48% of 360,000 active; Fluo-8 calcium fluorescence; scaled to maximal ATP response, vehicle zero; activation, % at 3 µM; in the data active = activation above about 15%;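 also: untransfected CHO-K1 host cells lacking M1 receptor as counterscreen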
CHRM4 antagonist = human M4 muscarinic receptor antagonists, primary screen, CHO cells, Fluo-8 calcium fluorescence. CHO-hM4 cells, ACh EC80. Muscarinic acetylcholine receptor M4 (Homo sapiens), P08173. inhibition, % at 3 µM. AID 624125, 2012. 0.73% of 360,000 active;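 active = inhibition above its plate's cutoff, the mean inhibition of sample wells plus 3 SD, cut at about 27% in these data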;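 also: 0% = acetylcholine EC80 with DMSO and 100% = DMSO without agonist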
M5 ag = human M5 muscarinic receptor agonists, primary screen, CHO-K1 cells, Fluo-8 calcium fluorescence. activation, % at 3 µM. CHO-K1 hM5 cells; 0% DMSO wells, 100% maximal acetylcholine response. Muscarinic acetylcholine receptor M5 (Homo sapiens), P08912. AID 624037, 2012. 0.19% of 360,000 active;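 active = activation above the run's mean over test compounds plus 3 SD, cut at about 23% in these data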;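 also: signal is peak over basal fluorescence ratio across the kinetic read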
The depositor's hits bear a star.

item	Compound	M5 antag	CHRM4 agonist	CHO-K1 Ca antag	CHRM5 PAM	CHRM4 PAM
1	Cc1ccc(C(=O)COc2cc(C)nc3nncn23)cc1	12	0	-11	4	0
2	CC(=O)c1ccc(NC(=O)C(C)N(C)CC(=O)Nc2cccc(F)c2)cc1 (configuration not stated)	7	3	-8	0	3
3	CCCCCCSc1ccc([C@@H]2[C@@H]3C(=O)N(CC)C(=O)[C@@H]3[C@]3(C(=O)OC)CCCCN23)cc1OC	8	2	-14	1	1
4	COC(=O)c1c(NC(=O)Cc2ccccc2)sc2c1CCN(C(C)C)C2	-1	1	7	0	4
5	CC(C)c1ccc(N(CC(=O)N/N=C/c2ccc(OC3CSC3)cc2)S(=O)(=O)c2ccccc2)cc1	-9	1	1	2	-5
6	CC(CN1CCCCC1)OC(=O)c1ccc2c(c1)OCCO2 (configuration not stated)	6	1	-9	0	-11
7	O=C(O)Cn1nc(-c2ccc(F)cc2)oc1=O	6	0	3	-10	7
8	COc1cc(OC)c2c(-c3ccccc3)cc(=O)oc2c1C(CCN1CCN(c2ccccc2)CC1)c1ccc(N(C)C)cc1 (configuration not stated)	-7	-1	-16	1	0
9	CCOC(=O)c1cnc2ccc(Cl)cc2c1NCCN(C)C	5	4	5	0	27*
10	Cc1nc2ccccc2n1C(=O)c1cc(-c2ccc(Br)cc2)nc2ccccc12	-3	0	7	1	3
11	CN1CCN(C(c2ccc(F)cc2)c2nnnn2Cc2cccs2)CC1 (configuration not stated)	2	1	-11	-5	0
12	CC(C)[C@H](NC(=O)c1ccccc1)C(=O)OCC(=O)Nc1ccc2c(c1)OCCO2	-4	3	-1	-6	-1
13	CC(C)COC(=O)n1c(SCC(=O)N(C)C)nc2ccccc21	5	1	-4	-2	-1
14	COc1ccc(CN2C(=O)c3ccccc3C2c2nnnn2Cc2ccccc2)cc1OC (configuration not stated)	-3	6	-22	-13	0
15	CCOC(=O)C1C2C=CC3(CN(c4cccc(Cl)c4)C(=O)C13)O2 (configuration not stated)	2	1	-10	0	14

item	M1 PAM parental	M1 ag parental	CHRM4 antagonist	M5 ag
1	17	1.0	4	-3
2	7	1.6	4	-2
3	13	0.0	-12	-3
4	-5	-0.5	-4	2
5	10	-0.2	-3	1
6	5	0.5	2	-6
7	6	0.9	-2	-1
8	10	0.1	0	4
9	8	0.1	4	-2
10	-1	-0.1	9	-5
11	4	0.2	-5	-7
12	-2	1.2	-8	-1
13	1	0.3	1	-6
14	-5	5.3	-13	7
15	-1	-0.3	-14	1

Part of the list above in order of count of non-hydrogen atoms, high to low:
item	Compound	M5 antag	CHRM4 agonist	CHO-K1 Ca antag	CHRM5 PAM	CHRM4 PAM
5	CC(C)c1ccc(N(CC(=O)N/N=C/c2ccc(OC3CSC3)cc2)S(=O)(=O)c2ccccc2)cc1	-9	1	1	2	-5
2	CC(=O)c1ccc(NC(=O)C(C)N(C)CC(=O)Nc2cccc(F)c2)cc1 (configuration not stated)	7	3	-8	0	3
4	COC(=O)c1c(NC(=O)Cc2ccccc2)sc2c1CCN(C(C)C)C2	-1	1	7	0	4
9	CCOC(=O)c1cnc2ccc(Cl)cc2c1NCCN(C)C	5	4	5	0	27*
7	O=C(O)Cn1nc(-c2ccc(F)cc2)oc1=O	6	0	3	-10	7

item	M1 PAM parental	M1 ag parental	CHRM4 antagonist	M5 ag
5	10	-0.2	-3	1
2	7	1.6	4	-2
4	-5	-0.5	-4	2
9	8	0.1	4	-2
7	6	0.9	-2	-1

(list continues)
item	Compound	M5 antag	CHRM4 agonist	CHO-K1 Ca antag	CHRM5 PAM	CHRM4 PAM
16	Cc1ccc(-c2csc(N3CCN(c4cc5c(cc4Cl)nc(-c4ccncc4)n5CCOCCO)CC3)n2)cc1	10	0	-6	-4	0
17	Cc1ccc(NC(=O)C2CCN(C(=O)c3ccc(F)cc3)CC2)nc1	8	2	0	-2	10
18	COc1ccc(OC)c(Nc2nc(N)nc(CSc3nnc(N)s3)n2)c1	2	0	-40	-2	9
19	Cc1ccc(NC(=O)CSc2nc(=O)n(Cc3ccncc3)c3c2CCC3)c(C)c1	-1	1	-11	0	7
20	O=C(/C=C/c1ccccc1)c1ccccc1	-4	0	8	-3	-2
21	O=C(Cn1nc(C(F)(F)F)c2c1CCC2)NCc1ccc(F)cc1	0	0	25*	1	-2
22	Cc1cc[n+](-c2nc([O-])sc2/C=N/Nc2ccc([N+](=O)[O-])cc2)cc1	-6	0	-9	2	5
23	NC(=O)c1nsc(C(=O)N(c2ccccc2)C(C(=O)NCC2CCCO2)c2ccc(F)cc2)c1N (configuration not stated)	9	7	-15	1	-1
24	COc1ccc(OC(C)C(=O)Nc2ccccc2C(F)(F)F)cc1 (configuration not stated)	-4	-2	-5	2	10
25	O=C(c1cnc2sccn2c1=O)N(Cc1ccccc1)c1ccccn1	0	1	-7	5	3
26	Cc1cccc(C)c1NC(=O)CN(C)C(=O)Cn1c(=O)cnc2ccccc21	0	1	-8	-3	3
27	COc1ccccc1CC(=O)Nc1ccc(S(=O)(=O)N2CC(C)CC(C)C2)cc1 (configuration not stated)	6	2	-18	4	-4
28	CCC(CO)Oc1cc(NCc2ccccc2)c2ncn(C3CCCC3)c2c1 (configuration not stated)	1	3	-11	8	3
29	CCOC(=O)N1CCN(C(=O)CN(C)S(=O)(=O)c2ccc(F)cc2)CC1	12	2	3	-1	-2
30	CCCCN(c1ccccc1)S(=O)(=O)c1cccc2cccnc12	11	1	-7	-2	-2

item	M1 PAM parental	M1 ag parental	CHRM4 antagonist	M5 ag
16	-15	-0.6	7	1
17	17	3.2	-4	0
18	18	-0.2	-7	5
19	-5	0.6	-6	-1
20	-7	0.0	-8	-1
21	-9	-0.3	8	-3
22	22	0.4	2	3
23	17	4.3	6	2
24	23	0.4	-10	-3
25	17	1.3	3	3
26	-8	0.5	-9	-1
27	11	-0.1	-6	-2
28	2	0.3	-5	8
29	-2	15	5	-1
30	10	0.3	2	-8

Among those listed so far, 2 contain a thiophene ring, fused or not:
item	Compound	M5 antag	CHRM4 agonist	CHO-K1 Ca antag	CHRM5 PAM	CHRM4 PAM
4	COC(=O)c1c(NC(=O)Cc2ccccc2)sc2c1CCN(C(C)C)C2	-1	1	7	0	4
11	CN1CCN(C(c2ccc(F)cc2)c2nnnn2Cc2cccs2)CC1 (configuration not stated)	2	1	-11	-5	0

item	M1 PAM parental	M1 ag parental	CHRM4 antagonist	M5 ag
4	-5	-0.5	-4	2
11	4	0.2	-5	-7

Next records follow.
item	Compound	M5 antag	CHRM4 agonist	CHO-K1 Ca antag	CHRM5 PAM	CHRM4 PAM
31	Cc1ccc(NC(=O)C(C)OC(=O)c2ccc(Cl)nc2)cc1S(=O)(=O)N1CCOCC1 (configuration not stated)	1	3	-8	-3	2
32	COc1ccc(CCNC(=O)c2cccn2C)cc1	6	1	1	-7	2
33	COc1ccc(C(=O)N2CCN(C(C)=O)CC2)cc1S(=O)(=O)NCc1ccc(Cl)cc1	-5	0	-7	-2	-4
34	CCOC(=O)c1c(C)[nH]c(C(=O)C(C)OC(=O)c2cnc(C)cn2)c1C (configuration not stated)	3	6	-6	-10	-2
35	Fc1ccc(NC(=S)Nc2ccccc2OC(F)F)cc1Cl	18	12	22	-16	-7
36	Cn1c(SCc2nnc(-c3ccc(F)cc3)o2)nnc1C1COc2ccccc2O1 (configuration not stated)	-3	1	20	-4	4
37	CC1Cc2ccccc2N1C(=O)Cn1cc(C(F)(F)F)ccc1=O (configuration not stated)	-3	1	-9	-5	2
38	COc1ccc(NC(=O)Nc2c(O)ccc3ccccc23)cc1	13	8	-3	-2	-19
39	CCOC(=O)c1ccc(N/C(=N/S(=O)(=O)c2ccccc2)c2ccccc2)cc1	-4	5	-1	-8	-18
40	CN1CC(c2ccccc2)Oc2ccccc2C1=S (configuration not stated)	5	0	-11	8	3
41	C[C@H]1CN=C(N(C)C)N1CCCC1CCCCC1	0	0	-13	-14	-10
42	Brc1cnc(N2CCCC2)nc1N1CCOCC1	5	0	13	-1	11
43	O=C(O)CSCc1ccc(C(=O)O)o1	-1	0	8	0	7
44	Cn1ncc2nc[nH]c(=O)c21	3	0	-10	-4	11
45	O=C(Nc1ccc2c(c1)OCO2)Nc1cnccn1	2	0	-6	-1	-1

item	M1 PAM parental	M1 ag parental	CHRM4 antagonist	M5 ag
31	-13	1.1	-7	1
32	-11	0.6	2	-2
33	10	0.4	-1	-3
34	-6	5.8	1	7
35	-9	9.9	6	7
36	12	-0.3	-5	1
37	12	1.1	-18	-1
38	-14	1.6	-11	-5
39	10	2.1	-30	-3
40	18	0.8	2	-8
41	15	-0.2	10	-11
42	1	-0.4	27*	-3
43	2	-0.1	-1	-2
44	12	0.2	-11	0
45	11	0.1	10	0

Other entries.
item	Compound	M5 antag	CHRM4 agonist	CHO-K1 Ca antag	CHRM5 PAM	CHRM4 PAM
46	CCCC(=O)NNc1cc(=O)c2c(=O)n(C)c(=O)n(C)c2[nH]1	-2	0	8	-1	3
47	COC(=O)C1=NN[C@H](C(=O)OC(C)(C)C)[C@H]1c1ccccc1	3	0	-10	-3	-5
48	CCOC(=O)CCc1c(C)n(CC)c2ncnn2c1=O	15	0	-5	-4	-4
49	CCOc1ccc(N(CC(=O)Nc2ccc(Br)cc2)S(C)(=O)=O)cc1	7	3	-1	-4	4
50	COCCOCC(O)CN1CCN(c2ccc(C)cc2)CC1 (configuration not stated)	0	0	-6	-4	3
51	CCC(C)(C)c1ccc(Oc2ccc(NC(=O)COC(=O)C3=COCCO3)cc2)cc1	22	4	0	-17	-18
52	COc1ccccc1CN1CC(C(=O)NCC2CCCO2)CC1=O (configuration not stated)	-3	1	-9	-5	2
53	C=CCn1c(-c2csc(-c3ccc(OC)c(OC)c3)n2)n[nH]c1=S	8	0	-16	4	-6
54	CCOC(=O)Cn1nc(C)n(-c2ccc(C)cc2)c1=O	5	0	-2	2	-3
55	O=C(Nc1c(Cl)cccc1Cl)c1ccc(-c2ccccc2)cc1	2	5	-5	0	-5
56	CN(C)CCNc1oc(COc2ccc(Cl)cc2)nc1C#N	1	2	-4	2	1
57	CCc1ccc(OC(=O)c2ccn(CC)n2)cc1	-6	0	-7	9	1

item	M1 PAM parental	M1 ag parental	CHRM4 antagonist	M5 ag
46	12	0.3	10	-1
47	1	0.2	0	-8
48	8	0.8	-3	3
49	3	0.5	5	-3
50	13	-0.1	2	-3
51	8	1.3	8	-6
52	11	0.8	-13	3
53	13	0.9	-2	-1
54	17	0.9	0	1
55	2	0.7	5	-3
56	15	0.3	1	2
57	13	0.0	-12	-2

Source: PubChem
